# PPARg SRC-2 ag: promotes SRC-2 coactivator recruitment by human PPARgamma; P37231; PPARgamma LBD-SRC-2 recruitment, biochemical; activation, % at 8 µM; actives 0.34% (n = 200,000); AID 1032; in the data active = activation above about 22%;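 also: 0% = vehicle and 100% = reference agonist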
# Target sequence (P37231 whole entry, looked up, the tested form may be a part): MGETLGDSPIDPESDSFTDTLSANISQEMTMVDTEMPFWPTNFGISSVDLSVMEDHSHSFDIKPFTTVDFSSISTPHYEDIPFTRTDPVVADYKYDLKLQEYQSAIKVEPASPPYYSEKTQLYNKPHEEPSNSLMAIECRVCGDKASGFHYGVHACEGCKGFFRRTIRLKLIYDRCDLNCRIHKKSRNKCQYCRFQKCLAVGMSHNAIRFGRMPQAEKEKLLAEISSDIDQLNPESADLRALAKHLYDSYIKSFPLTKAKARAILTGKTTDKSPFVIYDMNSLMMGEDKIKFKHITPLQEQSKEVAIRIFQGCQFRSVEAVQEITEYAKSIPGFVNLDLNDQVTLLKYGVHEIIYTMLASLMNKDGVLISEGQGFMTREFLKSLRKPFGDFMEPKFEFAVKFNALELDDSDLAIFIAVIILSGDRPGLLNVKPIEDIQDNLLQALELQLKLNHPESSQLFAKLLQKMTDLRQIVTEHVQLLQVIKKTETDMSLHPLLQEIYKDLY
# ROMK primary: modulators of human ROMK potassium channel | P48048 | Tet-inducible ROMK, thallium flux fluorescence; actives lie on both sides | B-score at 10 µM | actives 2% (n = 130,000);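 active = signal ratio slope over the read window, or its plate-corrected B-score, at least 3 SD from the plate mean, either direction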;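 also: B-score of the F/F0 ratio slope over 7 to 12 s after thallium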
# STAT1 inh: reduces IFN-gamma driven STAT1 reporter signal. NIH 3T3 STAT1-luciferase reporter, luminescence. inhibition, % at 5.5 µM. actives 0.35% (n = 200,000). AID 920;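 active = inhibition above a set limit, the mean inhibition across all tested compounds plus 3 SD, cut at about 34% in these data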;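 also: 0% = IFN-gamma with DMSO and 100% = IFN-gamma with 300 µM nifuroxazide; values of inactives mirror those of a sister screen read the other way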
# STAT3 act: activators of IL-6 induced STAT3 signaling | AID 871 | U3A cells, IL-6 STAT3-luciferase reporter, luminescence; 100% = signal with IL-6 EC80 alone | activation (% of control), % at 5.6 µM | actives 0.91% (n = 190,000);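 active = activation above the screen-wide mean of compound activation plus 3 SD, cut at about 130% in these data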;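 also: 0% = background luminescence of wells with medium and substrate only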
#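 Material: STAT3-luciferase reporter U3A cells. Controls: IL-6-treated wells, 100% activation. Read-out: % activation versus median of IL-6-stimulated wells. Probe or stimulus: IL-6 stimulus at 33 ng/mL final. Timing: compound 1 h, then IL-6 6 h at 37 °C. Signal: reporter luminescence signal.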
# STAT3 blocker: inhibitors of IL-6 induced STAT3 signaling. inhibition, % at 5.5 µM. U3A cells, IL-6 STAT3-luciferase reporter, luminescence; host cell line lacks STAT1. AID 862. actives 0.89% (n = 190,000);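 active = inhibition above the mean inhibition across all screened compounds plus 3 SD, cut at about 44% in these data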;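 also: 0% = DMSO only wells and 100% = 100 µM nifuroxazide control wells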
# PPARg SRC1 recr: promotes SRC-1 coactivator recruitment by human PPARgamma. P37231. PPARgamma-SRC-1 coactivator recruitment biochemical assay. activation, % at 8 µM. actives 0.41% (n = 200,000); in the data active = activation above about 19%;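 also: 0% = DMSO and 100% = reference agonist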
# TR-FRET SRC-2 ct: counter-screen for PPARgamma SRC-2 recruitment agonists: TR-FRET artefact; hits give high values; TR-FRET ratio at 8 µM; actives 0.4% (n = 200,000); in the data active = TR-FRET ratio above about 2000; also: inactives centre near 1500
# PPARg SRC-3 ag: promotes SRC-3 coactivator recruitment by human PPARgamma. P37231. biochemical PPARgamma/SRC-3 coactivator recruitment assay. activation, % at 8 µM. actives 0.26% (n = 200,000). AID 731; in the data active = activation above about 23%;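 also: 0% = DMSO and 100% = reference agonist; some compounds past the cut are filed as inactive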
# bIAP activator: increases bovine intestinal alkaline phosphatase activity. actives 0.17% (n = 200,000). activation factor at 20 µM. purified bovine IAP, CDP-star luminescence, 30 min; hits give high values; fold of DMSO-control signal, blank-subtracted;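 active = activation factor of 2 or more at 20 µM, a signal rise over negative controls twice the positive control's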
# TNAP act hi DEA: activators of human TNAP at high phosphate acceptor concentration | activation factor at 20 µM | P05186 | AID 1136 | 200,000 tested, under 10 active | purified TNAP, CDP-star luminescence, 1 M DEA, 30 min; hits give high values; 0 = EDTA background, 1 = DMSO-only activity;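 active = activation factor at least 2 at 20 µM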
# Target sequence (P05186 whole entry, looked up): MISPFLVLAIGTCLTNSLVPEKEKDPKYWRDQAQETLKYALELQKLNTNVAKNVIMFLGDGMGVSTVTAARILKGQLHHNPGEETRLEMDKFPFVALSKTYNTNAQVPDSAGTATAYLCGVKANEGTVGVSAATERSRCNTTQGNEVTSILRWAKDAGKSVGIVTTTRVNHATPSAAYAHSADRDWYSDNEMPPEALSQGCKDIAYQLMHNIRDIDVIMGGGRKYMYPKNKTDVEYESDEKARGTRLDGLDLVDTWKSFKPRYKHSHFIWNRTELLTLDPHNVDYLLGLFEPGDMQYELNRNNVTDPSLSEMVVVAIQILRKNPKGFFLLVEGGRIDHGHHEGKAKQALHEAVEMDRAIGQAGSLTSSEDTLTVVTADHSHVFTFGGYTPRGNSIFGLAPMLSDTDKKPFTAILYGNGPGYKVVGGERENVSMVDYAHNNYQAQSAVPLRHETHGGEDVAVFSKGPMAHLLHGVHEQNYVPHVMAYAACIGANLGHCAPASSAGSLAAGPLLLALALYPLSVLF
#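 Assay system: human TNAP; Input: enzyme diluted 1/800 final; Reagent: CDP-star luminogenic substrate at 100 µM final; Timing: 30 min, room temperature; Signal: luminescence; Evaluation: TNAP activation factor scaled between EDTA and DMSO control wells.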
# bIAP inhibitor: intestinal alkaline phosphatase (bovine) inhibition. purified bovine IAP, CDP-star luminescence, 30 min. inhibition, % at 20 µM. 190,000 tested, under 10 active. AID 1019;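 active = over 50% inhibition of intestinal alkaline phosphatase at 20 µM in the single-dose screen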
#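 System: purified bovine intestinal alkaline phosphatase (IAP) enzyme; Input: IAP diluted 1/65,000,000 in the well; Measured by: CDP-star luminescence signal; Compound dosing: 20 µM single dose; Incubation: 30 min reaction at room temperature.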
# Active calls of the source: *; / = not tested or not shown.
SMILES,PPARg SRC-2 ag,ROMK primary,STAT1 inh,STAT3 act,STAT3 blocker,PPARg SRC1 recr,TR-FRET SRC-2 ct,PPARg SRC-3 ag,bIAP activator,TNAP act hi DEA,bIAP inhibitor
O=C(C1CC1(c1ccccc1)c1ccccc1)N1CCOCC1 (centres undefined),9.9,-0.0251,5.0,89.3,19.3,-0.7,1554,-0.5,0.9,1,6.8
CCC(C)(C(=O)NC1CCCCC1)N(Cc1ccco1)C(=O)c1cnccn1 (centres undefined),-2.1,/,1.9,106.0,-4.6,-2.0,1336,4.0,1,1,-3.3
CCOc1cc(-n2ncc(C#N)c2N)nc(SC)n1,-7.9,0.566,-6.0,95.4,9.1,-0.3,1606,9.5,1,1.1,-2.7
CNC(=S)N1CCc2cc(OC)c(OC)cc2C1COc1ccc(OC)cc1 (centres undefined),3.9,1.37,11.5,95.4,15.1,2.2,1640,2.9,1.1,1,-14.3
CCCNC(=O)c1ccc(SCC(=O)N(CC)CC)c([N+](=O)[O-])c1,5.3,-0.112,-4.3,106.8,-6.3,5.1,1665,-1.5,0.9,1,6.4
CC1CCCN(S(=O)(=O)c2ccc(NC(=O)CCN3C(=O)c4ccccc4C3=O)cc2)C1 (centres undefined),4.4,/,-2.1,92.4,12.9,1.0,1536,13.8,0.9,1.1,10.9
CC(=O)NC1=NN(C(C)=O)C(C)(c2cccc([N+](=O)[O-])c2)S1 (centres undefined),0.1,/,0.9,95.2,10.5,14.6,1411,0.8,1,1,-4.8
CC(=O)Nc1ccc(S(=O)(=O)NNC(=O)COc2cccc3ccccc23)cc1,-5.6,/,10.8,97.4,5.4,7.0,1563,-2.2,0.9,1,10.3
CCc1c(C(=O)OC)nnc2cc(C)nn12,2.6,0.261,-5.0,96.2,3.1,-0.3,1430,-3.6,1,1.1,-0.4
OCCCNC(=S)Nc1ccc(Nc2ccccc2)cc1,6.8,0.277,-9.5,94.7,10.6,11.4,1724,3.9,0.9,1,12.3
CCOc1ccccc1N(CC(=O)NC(C)(C)C)C(=O)Cn1nnc(-c2ccc(C)o2)n1,4.1,-0.039,0.4,105.7,-0.2,-1.2,1657,5.1,1.1,1.1,-12.1
CCOC(=O)c1cc(CC)sc1NC(=O)c1cccc(N2C(=O)CCC2=O)c1,3.1,/,17.4,101.5,-7.0,0.0,1628,-2.4,0.9,1,11.9
CCOc1ccc(C2C(C(=O)c3cccs3)=C(O)C(=O)N2Cc2cccnc2)cc1 (centres undefined),0.0,-0.445,-13.9,103.7,-2.3,6.5,1442,-1.0,1,1,4.7
C=CCOc1ccc(Br)cc1CNCC,2.0,-0.0356,12.5,100.7,6.2,3.7,1785,6.0,1,1,-1.7
CCOc1ccc(/C(O)=C/C(=O)C(=O)Nc2ccc(S(=O)(=O)NC(C)=O)cc2)cc1,6.0,/,-2.6,90.3,13.9,5.9,1578,7.1,1,1,-1.5
COc1cc(NC(=O)NS(=O)(=O)c2ccc(C)cc2)cc(OC)c1,5.7,1.03,-8.7,103.8,1.3,0.1,1578,9.7,1.1,1.1,-8.9
C[C@@H]1CN(Cc2cn(C)nc2-c2cccc(Cl)c2)C[C@H](C)O1,5.4,/,1.0,102.4,-0.4,3.9,1707,2.2,1,1,2.1
CC(NC(=O)C1CCN(S(=O)(=O)N2CCC3(CC2)OCCO3)CC1)c1ccccc1 (centres undefined),10.4,-0.278,2.0,99.8,5.1,-3.1,1538,3.7,1,1,3.7
O=C(Nc1nnc(CC(=O)N2CCOCC2)s1)c1cccs1,-3.8,0.354,0.6,147.3*,-52.9,-2.8,1378,6.7,0.9,1.1,5.1
CC(C)C(=O)c1cn(CC(=O)NCc2ccc3c(c2)OCO3)c2ccccc12,0.1,1.27,1.8,105.4,-3.2,-3.7,1534,12.2,0.9,1,6.8
Cc1ccc(N(CC(=O)Nc2cccc(C)c2)S(=O)(=O)c2cccc3nonc23)cc1,-3.5,/,2.7,97.3,7.1,-5.8,1350,-0.3,1,1.1,4.7
N#C/C(=C(/O)CSc1ccccn1)c1nc2ccccc2s1,2.3,-0.00337,-1.2,112.2,-13.5,-0.8,1617,-0.2,1.1,1,-14.5
COc1cc(C)ccc1OCCCOc1ccccc1Cl,4.7,/,-49.6,120.9,-20.7,-4.2,1436,0.7,0.9,1,6.0
Nc1n[nH]c(CCCO)n1,0.2,-0.387,1.6,92.7,7.5,4.5,1489,2.5,1,1,-0.6
COC(=O)CN1C(=S)N(Cc2ccccc2)C(=O)C1CC(=O)Nc1ccc(OC)cc1 (centres undefined),5.3,-0.391,11.7,96.8,2.4,3.1,1624,3.7,1,1,-0.1
SMILES,PPARg SRC-2 ag,ROMK primary,STAT1 inh,STAT3 act,STAT3 blocker,PPARg SRC1 recr,TR-FRET SRC-2 ct,PPARg SRC-3 ag,bIAP activator,TNAP act hi DEA,bIAP inhibitor
CCC(C)(C(=O)NC1CCCC1)N(C(=O)c1cnccn1)c1ccccc1 (centres undefined),-6.7,/,-0.1,137.0*,-40.4,-3.8,1779,8.8,1.1,1,-12.1
CCc1nc(SCC(=O)N2c3ccccc3CC2C)c2c(C)c(C)sc2n1 (centres undefined),1.8,/,1.6,129.1,-23.1,6.2,1635,-7.7,1,1,1.0
CN(C)CCNC(=O)Cn1nc(C(F)F)cc1C1CC1,-10.5,/,6.8,98.3,5.8,-9.7,1558,5.4,0.9,1,5.6
COc1ccc(C(=O)NNc2ccccc2)cc1,-8.2,/,-8.2,95.9,4.2,-6.7,1509,1.0,0.9,1,9.2
O=C(NC1CCCCC1)C12CC3CC(C1)CC(n1cncn1)(C3)C2,4.3,/,-5.5,100.9,4.9,-4.9,1778,1.0,0.9,1,6.3
COc1ccccc1S(=O)(=O)c1ccccc1[N+](=O)[O-],-2.3,-0.517,1.5,97.7,7.2,2.8,1321,0.5,0.9,1,8.8
COC(=O)c1ccc(Cn2cnc3ccccc3c2=O)cc1,1.1,-2.1,-6.0,100.5,3.8,0.5,1617,-0.5,1,1,3.4
Cc1cccc(NC(=O)/C=C/c2cccs2)n1,5.7,/,-53.8,79.3,30.5,12.4,1669,9.5,1,1.1,-1.5
CC(C)c1ccc(CNC(=O)C(=O)NCCCn2ccnc2)cc1,4.8,/,2.3,92.5,12.5,-0.4,1690,1.9,0.9,1,7.0
O=c1[nH]cnc2scc(-c3ccc(Br)cc3)c12,4.8,1.29,-15.6,80.3,27.0,3.4,1548,-1.3,0.9,1,8.6
COc1cc(C=O)ccc1OCCSc1ccc(Cl)cc1,7.3,/,-9.9,108.5,1.6,-1.1,1617,-6.4,1,1,-1.4
CCOC(=O)c1cc(NC(=O)Nc2ccccn2)c(C)nc1C,3.3,-0.0025,-12.3,84.9,20.0,6.2,1600,5.1,1.1,1,-12.8
COC(=O)c1cc(-c2ccc(C)o2)nc2ccccc12,3.3,0.00764,10.7,85.7,16.2,-2.9,1449,-1.7,0.9,1,12.6
COC(=O)c1c(NC(NC(=O)C(C)C)C(Cl)(Cl)Cl)sc2c1CCCC2 (centres undefined),9.2,-0.468,3.2,100.6,-0.6,5.3,1614,5.9,1.1,1,-15.0
Cn1c(=O)c2c(nc(NCc3cccnc3)n2Cc2ccc(Cl)cc2)n(C)c1=O,4.0,0.393,11.6,107.8,-5.6,11.4,1589,10.2,0.9,1.1,9.2
COCCCNC(=O)CCc1nc(-c2ccccc2Cl)no1,-6.5,/,0.3,103.7,1.8,-1.6,1384,1.7,1,1,4.4
O=C(Nc1ccccc1)O/N=C/c1ccccc1Cl,8.9,-0.0938,-9.0,89.0,18.2,6.8,1532,3.1,0.7,1.1,25.9
CCOC(=O)c1c(NC(C)=O)sc2c1CCC(C=NCCCN(CC)CC)=C2Sc1ccccc1,9.1,-1.74,7.2,92.9,11.5,1.0,1624,18.0,/,/,/
COc1ccc(CNc2nc(-c3cccnc3)nn2C(=O)c2ccco2)cc1,3.6,/,-7.2,89.8,16.9,-2.0,1531,3.5,0.9,1.1,11.1
CC(=O)N1CCCc2cc(S(=O)(=O)NCc3ccc(C)cc3)ccc21,-1.6,0.315,-7.2,97.8,6.9,-0.6,1622,0.8,0.9,0.9,10.5
Cc1ccc(/C=C(/C#N)c2nc(CCN3C(=O)c4ccccc4C3=O)cs2)cc1,8.4,/,0.2,96.5,8.5,0.5,1553,12.7,0.9,1.1,12.3
COC(=O)c1ccccc1NC(=O)CSc1nnc(C(CO)NC(=O)c2ccccc2)n1C (centres undefined),7.5,/,11.2,102.2,-2.8,0.9,1522,-13.2,1,1,0.5
Cc1ccc(C(C)C)c(OCc2nn(CC(=O)c3ccc(Cl)cc3)c3[n+]2CCCCC3)c1,-0.9,-7.55*,5.1,98.7,3.7,0.0,1491,0.6,1.1,1,-5.3
CN(Cc1ccc(F)cc1)C(=O)COc1ccccc1-c1ccccc1,9.7,/,4.2,103.1,-9.0,12.0,1563,-4.0,0.9,1,10.0
O=C(NCCCN1CCOCC1)c1sc2cc(F)ccc2c1Cl,10.4,0.186,-11.2,98.0,4.5,8.1,1650,-2.5,1.1,1,-7.6
COc1cccc(C(=O)Nc2cc(C)ccc2NC(=O)COc2ccccc2)c1,-2.9,/,10.7,99.0,1.7,1.8,1440,-3.6,0.9,1.1,10.7
CC(C)NC(=S)NC1(C)CCS(=O)(=O)C1 (centres undefined),2.8,/,5.2,91.1,13.1,-7.7,1445,-3.3,0.9,1,10.6
O=C(N/C(=C\c1ccc(Cl)cc1)C(=O)N1CCOCC1)c1ccc([N+](=O)[O-])cc1,-2.2,0.0814,-7.5,109.0,-5.6,-8.6,1550,-5.5,1.2,1,-21.1
C=CCOc1cccc(C2C(C(=O)c3cccs3)=C(O)C(=O)N2Cc2cccnc2)c1 (centres undefined),18.8,0.195,-4.9,98.2,7.8,5.4,1884,7.2,1,1,-0.5
O=C(N/N=C/C1CCCCC1)c1ccccn1,-5.9,/,-40.6,107.3,-4.4,1.9,1558,-8.3,1,1,-0.1

# Reformatted with tabs: 3 of the compounds above.
canonical_smiles	PPARg SRC-2 ag	ROMK primary	STAT1 inh	STAT3 act	STAT3 blocker	PPARg SRC1 recr	TR-FRET SRC-2 ct	PPARg SRC-3 ag	bIAP activator	TNAP act hi DEA	bIAP inhibitor
O=C(NCCCN1CCOCC1)c1sc2cc(F)ccc2c1Cl	10.4	0.186	-11.2	98.0	4.5	8.1	1650	-2.5	1.1	1	-7.6
COc1cccc(C(=O)Nc2cc(C)ccc2NC(=O)COc2ccccc2)c1	-2.9	/	10.7	99.0	1.7	1.8	1440	-3.6	0.9	1.1	10.7
CC(C)NC(=S)NC1(C)CCS(=O)(=O)C1 (centres undefined)	2.8	/	5.2	91.1	13.1	-7.7	1445	-3.3	0.9	1	10.6
